# Mtb BioA inh = blocks M. tuberculosis BioA enzyme activity; purified M. tuberculosis BioA enzyme, plate reader; 360,000 compounds, 0.096% hits; inhibition, % at 9.99 µM; in the data active means inhibition above about 40%
# * = called active by the depositor; & = joins results of further samples.
SMILES,Mtb BioA inh
C[C@@H]1CN([C@@H](C)CO)C(=O)c2cccc(NS(C)(=O)=O)c2O[C@@H]1CN(C)Cc1ccc(C(=O)Nc2ccccc2N)cc1,0.0
C[C@@H]1CN([C@@H](C)CO)C(=O)c2cc(-c3cccc(C(=O)N(C)C)c3)cnc2O[C@H]1CN(C)S(=O)(=O)c1ccccc1,5.9
O=C(Nc1cccc(F)c1)N[C@H]1CC[C@H](CCNS(=O)(=O)c2cccc(Cl)c2)O[C@H]1CO,3.7
C[C@H](O)C#Cc1ccc2c(c1)O[C@@H](CN(C)C(=O)Nc1ccccc1)[C@H](C)CN([C@H](C)CO)S2(=O)=O,4.0
O=C(C[C@@H]1C[C@@H]2c3cc(NC(=O)c4ccc5c(c4)OCO5)ccc3O[C@@H]2[C@@H](CO)O1)NCCN1CCCCC1,-1.3
COCC(=O)N(C)C[C@@H]1Oc2cc(-c3ccc(C#N)cc3)ccc2S(=O)(=O)N([C@@H](C)CO)C[C@@H]1C,0.8
OC[C@H]1[C@@H](c2ccc(-c3cncnc3)cc2)[C@@H]2CN(CC3CCOCC3)CCCCN12,-2.0
Cc1noc(C)c1NC(=O)N[C@@H]1CC[C@@H](CC(=O)N2CCCCC2)O[C@H]1CO,-1.9
O=C(Nc1cccc(F)c1)N1C[C@H]2[C@@H](c3ccccc31)[C@@H](CO)N2C(=O)C1CCOCC1,-1.6
C[C@@H]1CN([C@@H](C)CO)C(=O)Cc2cc(NS(=O)(=O)c3ccc(Cl)cc3)ccc2O[C@@H]1CN(C)Cc1ccc(Cl)c(Cl)c1,1.5

# Grouped by structure, those above containing fluorine
SMILES,Mtb BioA inh
O=C(Nc1cccc(F)c1)N[C@H]1CC[C@H](CCNS(=O)(=O)c2cccc(Cl)c2)O[C@H]1CO,3.7
O=C(Nc1cccc(F)c1)N1C[C@H]2[C@@H](c3ccccc31)[C@@H](CO)N2C(=O)C1CCOCC1,-1.6

# Next entries follow.
SMILES,Mtb BioA inh
C[C@H](CO)N1C[C@H](C)[C@H](CN(C)Cc2ccc(Oc3ccccc3)cc2)Oc2ccc(NC(=O)c3ccncc3)cc2CC1=O,3.2
C[C@@H]1CN([C@H](C)CO)C(=O)c2cccc(NC(=O)Nc3ccccc3)c2O[C@@H]1CN(C)CC1CCCCC1,-0.2
CC(C)NC(=O)N[C@H]1CC[C@@H](CCNC(=O)C2CC2)O[C@@H]1CO,-1.9
Cc1ccc(S(=O)(=O)Nc2cccc3c2O[C@H](CN(C)C(=O)Nc2c(C)noc2C)[C@H](C)CN([C@H](C)CO)C3=O)cc1,0.1
O=C(C[C@@H]1C[C@H]2c3cc(NC(=O)C4CCOCC4)ccc3O[C@H]2[C@H](CO)O1)NCCN1CCCCC1,-0.5
COc1ccccc1-c1ccc2n(c1=O)C[C@H]1[C@H](CO)[C@@H](C(=O)N3CCOCC3)[C@@H]2N1CC1CC1,-0.2
COc1ccc(S(=O)(=O)N(C)C[C@@H]2Oc3ccc(NS(=O)(=O)c4cn(C)cn4)cc3CC(=O)N([C@@H](C)CO)C[C@@H]2C)cc1,0.5
C/C=C/c1ccc([C@@H]2[C@@H](CO)N(C(=O)CC)[C@H]2CN(C)S(C)(=O)=O)cc1,-0.6
CCC(=O)N1CCCCN2[C@@H](CO)[C@@H](c3ccc(C#Cc4cccnc4)cc3)[C@@H]2C1,-3.3
CC(=O)N[C@H]1CC[C@@H](CC(=O)NCC2CCCCC2)O[C@H]1CO,-1.0
CO[C@H]1CN(C)C(=O)c2ccc(NC(=O)c3cc(C)on3)cc2OC[C@@H](C)NC[C@@H]1C,-2.4
CCNC(=O)Nc1ccc2c(c1)C(=O)N(C)[C@@H]1CC[C@@H](CC(=O)NCc3cccc(F)c3)O[C@H]1CO2,-5.5
CCCC#Cc1cnc2c(c1)C(=O)N([C@H](C)CO)C[C@H](C)[C@@H](CN(C)C(=O)c1ccc(F)cc1)O2,-0.4
C[C@H]1CCCCO[C@H](CN(C)S(=O)(=O)c2cccs2)[C@@H](C)CN([C@@H](C)CO)C(=O)c2cc(NC(=O)Nc3cccc4ccccc34)ccc2O1,7.4
C[C@H](NC(=O)C[C@@H]1C[C@@H]2c3cc(NC(=O)Nc4ccc(C(F)(F)F)cc4)ccc3O[C@@H]2[C@H](CO)O1)c1ccccc1,-1.6
CO[C@H]1CN(C)C(=O)c2ccc(NC(=O)Nc3ccccc3)cc2OC[C@@H](C)NC[C@H]1C,1.4
C[C@@H]1CN([C@H](C)CO)C(=O)Cc2cc(NC(=O)C3CC3)ccc2O[C@@H]1CN(C)S(=O)(=O)c1cccs1,-0.5
C[C@H]1CN([C@@H](C)CO)C(=O)c2cc(C#CCN(C)C)cnc2O[C@@H]1CN(C)C(=O)Cc1ccccc1,3.1
CCCC(=O)Nc1ccc2c(c1)C(=O)N(C)[C@H]1CC[C@@H](CC(=O)NCc3cccc(F)c3)O[C@@H]1CO2,-0.2
C[C@H]1CN([C@@H](C)CO)C(=O)Cc2cc(NC(=O)NC3CCCCC3)ccc2O[C@@H]1CN(C)Cc1ccccc1,-0.9
C[C@H]1CN([C@@H](C)CO)S(=O)(=O)c2ccc(C#CCN(C)C)cc2O[C@H]1CN(C)Cc1ccc2c(c1)OCO2,7.0
O=C(Nc1ccccc1)N[C@H]1CC[C@H](CCNS(=O)(=O)c2ccccc2F)O[C@H]1CO,-1.1
COc1ccc(NC(=O)N(C)C[C@H]2Oc3ccc(NC(=O)Nc4ccc(C(F)(F)F)cc4)cc3C(=O)N([C@H](C)CO)C[C@H]2C)cc1,-8.9
Cc1ccc(S(=O)(=O)Nc2ccc3c(c2)C(=O)N(C)[C@H]2CC[C@@H](CC(=O)O)O[C@H]2CO3)cc1,-0.9
COCC(=O)N1CCCCN2[C@H](CO)[C@H](c3ccc(C#Cc4ccc(OC)cc4)cc3)[C@@H]2C1,0.6
C[C@@H]1CCCCO[C@@H](CN(C)S(C)(=O)=O)[C@H](C)CN([C@H](C)CO)C(=O)c2cc(NS(=O)(=O)c3cn(C)cn3)ccc2O1,0.5
CN1CCN(C(=O)C[C@H]2CC[C@H](NC(=O)Nc3ccccc3F)[C@@H](CO)O2)CC1,-3.8
O=C(C[C@@H]1C=C[C@H](NC(=O)c2ccncc2)[C@@H](CO)O1)NCCc1ccncc1,-3.2
Cc1noc(C)c1NC(=O)N[C@H]1C=C[C@@H](CC(=O)N2CCN(C)CC2)O[C@H]1CO,-2.5
CN(C)CC(=O)Nc1ccc2c(c1)[C@H]1C[C@@H](CC(=O)NCc3ccccc3F)O[C@H](CO)[C@H]1O2,-2.7
CCC(=O)Nc1ccc2c(c1)C(=O)N(C)[C@@H]1CC[C@@H](CC(=O)NCc3ccccc3)O[C@H]1CO2,-1.6
COc1ccccc1NC(=O)N1CC[C@H]2[C@@H]1c1cc(-c3ccc(F)cc3)ccc1N(C)[C@H]2CO,0.5
CC=Cc1ccc2n(c1=O)C[C@@H]1[C@@H](CO)[C@H](C(=O)NCCC)N(C(=O)CC)[C@H]21 (mixture of isomers),-1.0
CN(C)CCCNC(=O)[C@@H]1[C@@H](CO)[C@@H]2Cn3c(ccc(-c4cccc(F)c4)c3=O)[C@@H]2N1C,0.4
NCC[C@@H]1CC[C@@H](NC(=O)Cc2ccncc2)[C@H](CO)O1,0.7
COCC#Cc1cnc2c(c1)C(=O)N([C@H](C)CO)C[C@H](C)[C@H](CN(C)C(=O)Cc1ccccc1)O2,0.2
O=C(NCC[C@@H]1CC[C@H](NS(=O)(=O)c2ccc(F)cc2)[C@H](CO)O1)Nc1ccc(Cl)cc1,0.6
CCCNC(=O)N1C[C@@H](O)COC[C@@H]2O[C@H](CC(=O)OC)CC[C@H]21,0.3
C[C@@H]1CN([C@H](C)CO)C(=O)c2cc(NS(C)(=O)=O)ccc2O[C@@H](C)CCCCO[C@@H]1CN(C)Cc1ccncc1,1.2
CC(C)NC(=O)N(C)C[C@@H]1Oc2ncc(C#CC3(O)CCCC3)cc2C(=O)N([C@H](C)CO)C[C@@H]1C,-1.2
CN1C(=O)c2cc(NC(=O)C3CCCCC3)ccc2OC[C@H]2O[C@H](CC(=O)NC3CCCC3)CC[C@H]21,-2.6
C[C@H](CO)N1C[C@H](C)[C@H](CN(C)S(=O)(=O)c2ccccc2)Oc2cc(-c3cccc(F)c3)ccc2S1(=O)=O,0.5
C[C@@H]1CN([C@H](C)CO)C(=O)Cc2cc(NS(C)(=O)=O)ccc2O[C@@H]1CN(C)C(=O)Nc1ccc(F)cc1,3.4
CC(C)NC(=O)N(C)C[C@H]1Oc2c(NC(=O)Nc3ccc4c(c3)OCO4)cccc2C(=O)N([C@@H](C)CO)C[C@H]1C,1.2
CN1c2ccc(Br)cc2[C@H]2[C@H](CCN2S(=O)(=O)c2ccccc2F)[C@@H]1CO,1.7
COc1ccc(S(=O)(=O)Nc2ccc3c(c2)CC(=O)N([C@@H](C)CO)C[C@H](C)[C@H](CN(C)S(=O)(=O)c2cn(C)cn2)O3)cc1,0.2
Cc1cc(C(=O)Nc2ccc3c(c2)C(=O)N(C)[C@@H]2CC[C@@H](CC(=O)NCc4ccc(-c5ccccc5)cc4)O[C@@H]2CO3)no1,-2.5
CC=Cc1ccc2n(c1=O)C[C@@H]1[C@@H](CO)[C@H](C(=O)N3CCCCC3)N(Cc3ccccc3)[C@H]21 (mixture of isomers),0.2
Cc1noc(C)c1NC(=O)Nc1ccc2c(c1)C(=O)N([C@@H](C)CO)C[C@@H](C)[C@@H](CN(C)C(=O)C1CCCCC1)OCCCC[C@@H](C)O2,3.5
COc1ccc(S(=O)(=O)Nc2ccc3c(c2)C(=O)N([C@@H](C)CO)C[C@@H](C)[C@H](CN(C)CC2CCCCC2)O3)cc1,3.9

# Continued:
SMILES,Mtb BioA inh
C[C@@H]1CN([C@H](C)CO)C(=O)c2cc(/C=C/c3ccccc3)cnc2O[C@@H]1CN(C)C(=O)CN1CCOCC1,-2.6
COc1ccc(NC(=O)N[C@@H]2C=C[C@@H](CC(=O)NCc3ccccn3)O[C@H]2CO)cc1,-1.7
COCC(=O)Nc1ccc2c(c1)OC[C@H](C)N(CC1CCCCC1)C[C@@H](C)[C@@H](OC)CN(C)C2=O,2.4
C[C@@H]1CN([C@H](C)CO)S(=O)(=O)c2ccc(-c3ccncc3)cc2O[C@H]1CN(C)S(C)(=O)=O,2.7
O=C(c1ccc2c(c1)OCO2)N1C[C@H]2[C@@H](c3ccccc31)[C@H](CO)N2C(=O)CC1CC1,-3.5
O=C(C[C@H]1C[C@@H]2c3cc(NC(=O)Nc4ccccc4F)ccc3O[C@@H]2[C@@H](CO)O1)NCC(F)(F)F,-0.1
C[C@H](CO)N1C[C@H](C)[C@@H](CN(C)S(C)(=O)=O)Oc2ccc(NC(=O)Cc3ccccc3)cc2C1=O,-0.2&-1.7
C[C@@H]1CN([C@@H](C)CO)C(=O)c2cccc(N(C)C)c2O[C@H]1CN(C)Cc1ccncc1,-2.3
COc1ccc(S(=O)(=O)Nc2ccc3c(c2)C(=O)N([C@H](C)CO)C[C@@H](C)[C@@H](CN(C)Cc2ccc(C(F)(F)F)cc2)O3)cc1,-0.2
C[C@H]1CN([C@@H](C)CO)C(=O)CCCn2cc(nn2)CO[C@H]1CN(C)S(=O)(=O)c1ccc(-c2ccccc2)cc1,1.1
C[C@@H]1CCCCO[C@@H](CN(C)C(=O)c2ccncc2)[C@@H](C)CN([C@H](C)CO)C(=O)c2cc(NS(=O)(=O)c3ccc(Cl)cc3)ccc2O1,7.0
CC(C)NC(=O)Nc1ccc2c(c1)C(=O)N([C@@H](C)CO)C[C@@H](C)[C@@H](CN(C)C(=O)NC1CCCCC1)OCCCC[C@H](C)O2,3.5
C[C@H](CO)N1C[C@H](C)[C@@H](CN(C)C(=O)Nc2ccc(C(F)(F)F)cc2)OCCCC[C@H](C)Oc2ccc(NS(=O)(=O)c3ccc(Cl)cc3)cc2C1=O,-1.6
O=C(C[C@@H]1CC[C@@H]2NC[C@H](O)COC[C@H]2O1)NCCc1ccncc1,0.0
COc1ccc(S(=O)(=O)N(C)C[C@@H]2OCCCC[C@@H](C)Oc3ccc(NC(=O)Cc4ccccc4)cc3C(=O)N([C@H](C)CO)C[C@@H]2C)cc1,0.5
CCCN(C)C[C@@H]1Oc2ncc(C#CC3(O)CCCC3)cc2C(=O)N([C@H](C)CO)C[C@@H]1C,-0.8
CCCN1C[C@@H](C)[C@@H](OC)CN(C)C(=O)c2ccc(NC(=O)Nc3cccc(F)c3)cc2OC[C@@H]1C,12
C[C@@H]1CCCCO[C@@H](CN(C)C(=O)Nc2ccccc2)[C@H](C)CN([C@H](C)CO)C(=O)c2cc(NS(=O)(=O)c3cccs3)ccc2O1,-2.5
COC(=O)C[C@@H]1CC[C@@H]2[C@H](COc3ccc(NC(=O)Nc4ccc(C)cc4)cc3C(=O)N2C)O1,2.7
CO[C@@H]1CN(C)C(=O)c2ccc(NC(=O)C3CCC3)cc2OC[C@H](C)NC[C@@H]1C,2.1
CCCNC(=O)[C@@H]1[C@@H](CO)[C@@H]2Cn3c(ccc(-c4cccnc4)c3=O)[C@@H]2N1CCC,4.5
CC(=O)N1CCCCN2[C@H](C1)[C@@H](c1ccc(C#Cc3ccccc3F)cc1)[C@@H]2CO,4.8

# A second format for some results above.
COC(=O)C[C@@H]1CC[C@@H]2[C@H](COc3ccc(NC(=O)Nc4ccc(C)cc4)cc3C(=O)N2C)O1
- Mtb BioA inh = 2.7

CCCN1C[C@@H](C)[C@@H](OC)CN(C)C(=O)c2ccc(NC(=O)Nc3cccc(F)c3)cc2OC[C@@H]1C
- Mtb BioA inh = 12

CCCNC(=O)[C@@H]1[C@@H](CO)[C@@H]2Cn3c(ccc(-c4cccnc4)c3=O)[C@@H]2N1CCC
- Mtb BioA inh = 4.5

CCCN(C)C[C@@H]1Oc2ncc(C#CC3(O)CCCC3)cc2C(=O)N([C@H](C)CO)C[C@@H]1C
- Mtb BioA inh = -0.8

# A portion of the library; count on the stated rates, not on these rows.
